Screening results (PubChem)
MOR-DOR ag = OPRM1-OPRD1 heterodimerization agonism; P35372+P41143; cells, luminescence; activation, % at 9.3 µM; 340,000 compounds, 0.3% hits; AID 504326; in the data active means activation above about 18%;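 further: 0% = vehicle-treated cells and 100% = reference agonist; values of inactives mirror those of a sister screen read the other way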
Target sequence (P35372 whole entry, looked up): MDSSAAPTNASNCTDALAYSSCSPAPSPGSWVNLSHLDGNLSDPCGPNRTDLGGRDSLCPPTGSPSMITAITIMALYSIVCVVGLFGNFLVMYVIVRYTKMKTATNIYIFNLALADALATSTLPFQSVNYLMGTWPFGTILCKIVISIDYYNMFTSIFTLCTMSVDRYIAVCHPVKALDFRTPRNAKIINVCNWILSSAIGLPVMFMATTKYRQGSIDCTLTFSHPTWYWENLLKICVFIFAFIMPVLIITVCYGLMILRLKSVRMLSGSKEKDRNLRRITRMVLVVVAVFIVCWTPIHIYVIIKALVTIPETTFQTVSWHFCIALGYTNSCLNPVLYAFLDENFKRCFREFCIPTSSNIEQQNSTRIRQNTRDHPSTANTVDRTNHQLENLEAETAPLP
Target sequence (P41143 whole entry, looked up): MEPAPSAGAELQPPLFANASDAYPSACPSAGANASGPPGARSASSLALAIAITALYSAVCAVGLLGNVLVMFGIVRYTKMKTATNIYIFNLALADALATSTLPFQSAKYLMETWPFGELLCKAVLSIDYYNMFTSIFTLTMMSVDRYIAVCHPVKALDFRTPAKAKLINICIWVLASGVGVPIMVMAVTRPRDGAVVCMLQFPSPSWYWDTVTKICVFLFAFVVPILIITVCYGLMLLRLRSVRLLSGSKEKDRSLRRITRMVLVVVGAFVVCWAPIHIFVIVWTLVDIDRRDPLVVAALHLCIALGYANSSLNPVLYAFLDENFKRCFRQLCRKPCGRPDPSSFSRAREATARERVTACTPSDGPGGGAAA
Keap1-Nrf2 PPI = disrupts human Keap1 binding to Nrf2 peptide | AID 504523 | 340,000 compounds, 0.15% hits | Q14145 | Keap1 Kelch-Nrf2 peptide fluorescence polarization, 1536-well | inhibition, % at 9.4 µM; in the data active means inhibition above about 12%;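 further: human Keap1 Kelch domain with fluorescein labeled Nrf2 9mer peptide probe; 0% = neutral control wells and 100% = peptide positive control; higher means more block of Keap1 binding to Nrf2 peptide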
CAL PDZ FP = blocks peptide binding to the human CAL PDZ domain | inhibition, % at 24.9 µM | 300,000 compounds, 0.92% hits | purified CAL PDZ, TMR-peptide fluorescence polarization, 1 h | Q9HD26 | AID 602252;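 active means mean inhibition of at least 30% with at least half of replicates also reaching 30%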;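 further: 0% = DMSO neutral control and 100% = excess unlabeled competitor peptide PRC23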
Cardiac RTF inh = cardiac RTF calcium desensitization. P19429+P45379. IANBD-labeled cardiac RTF, Ca2+ fluorescence. inhibition, % at 7.15 µM. 340,000 compounds, 0.12% hits;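 active means inhibition above the mean inhibition of all tested compounds plus 3 SD, cut at about 17% in these data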;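 further: assay run at fixed EC70 calcium of 1.6 mM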
V-ATPase pHluor = regulators of yeast V-ATPase proton transport. S. cerevisiae, pHLuorin cytosolic pH fluorescence. response, % at 10 µM. 350,000 compounds, 0.37% hits. AID 504577; in the data active means response mostly above about 7.3%, no sharp cut-off; inactive means mostly below about 5.4%; further: actives read high; inactives centre near 0; some compounds called inactive have numbers as strong as hits; reference of the scale not given here
HTR5A inv ctr = inverse agonist of human HTR5A in OPRM1-OPRD1 counter-screen | P47898 | HTR5A cell line, luminescence, inverse agonism | inhibition, % at 9.3 µM | 340,000 compounds, 0.083% hits; in the data active means inhibition mostly above about 23%, no sharp cut-off; inactive means mostly below about 18%;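 further: 0% = cells with DMSO and 100% = no-cell wells with DMSO; some compounds called inactive have numbers as strong as hits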
C-LANA FP = inhibitors of KSHV LANA C-terminal domain DNA binding; MBP-C-LANA/FAM-LBS DNA binding, fluorescence polarization; inhibition, % at 9 µM; 340,000 compounds, 0.078% hits; AID 504423;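 active means highest replicate inhibition at or above 60% at 9 µM, even if other replicates fall short; inactive means all replicates below 60% inhibition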;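 further: 0% = neutral control wells and 100% = 4 µM acridine orange control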
cardiac RTF act = cardiac RTF calcium sensitization; 340,000 compounds, 0.24% hits; AID 493008; P19429+P45379; activation, % at 7.2 µM; IANBD-labeled TnC RTF fluorescence at EC20 calcium; 0% EC20 calcium, 100% full calcium;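 active means activation above the mean over all tested compounds plus 3 SD, cut at about 30% in these data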;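 further: rise in fluorescence read as greater calcium sensitivity of cardiac thin filaments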
OPRM1-OPRD1 inv = inverse agonist of human OPRM1-OPRD1 heterodimerization; 340,000 compounds, 0.21% hits; inhibition, % at 9.3 µM; cell-based MOR-DOR heterodimer luminescence, inverse agonism; AID 504357; in the data active means inhibition above about 22%, passing the limit was not always enough;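 further: 0% = cells with DMSO and 100% = wells without cells with DMSO; values of inactives mirror those of a sister screen read the other way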
HTR5A ag = activates human HTR5A in OPRM1-OPRD1 agonist counter-screen | P47898 | HTR5A agonist assay, luminescence, cell-based | activation, % at 9.3 µM | 340,000 compounds, 0.61% hits | AID 504692; in the data active means activation mostly above about 9.5%, no sharp cut-off; inactive means mostly below about 7.6%;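 further: 0% = cells with vehicle only and 100% = reference agonist; strong numbers were not always called active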
* marks the source's active call; other numbers are inactive results; x = not tested or not shown.

SMILES	MOR-DOR ag	Keap1-Nrf2 PPI	CAL PDZ FP	Cardiac RTF inh	V-ATPase pHluor	HTR5A inv ctr	C-LANA FP	cardiac RTF act	OPRM1-OPRD1 inv	HTR5A ag
CC(C)OC(=O)C1OC1(C)c1ccccc1 (stereo unspecified)	-1.9	0	-1	1	1	-23	1.8	-9	10	6
Cc1ccccc1Nc1nc(N)nc(CSc2nncn2C)n1	-0.4	-1	-5	-4	-2	-8	0.9	1	2	3
O=Cc1cc(OCc2ccccc2)ccc1[B-](F)(F)F	-2.6	-2	2	-5	-2	-4	-1.2	-3	12	1
Brc1cccc(OCCCCn2cncn2)c1	-2.9	2	3	0	-1	4	5.2	-3	16	4
CC(C)(O)C#Cc1ccc(C(=O)N2CCN(C(=O)c3ccco3)CC2)cc1	-0.7	-1	-4	-5	-1	-16	-1.1	6	4	5
CCOc1cc(Br)cc(C(c2c(C(=O)O)[nH]c3ccccc23)c2c(C(=O)O)[nH]c3ccccc23)c1O	-2.4	-5	0	7	1	-20	1.9	-4	12	-6
CCc1cc2ccccc2nc1SCC(=O)NC1CCCC1	-1.0	1	-6	6	-2	8	0.5	-3	5	-3
CC1(NC(=O)c2cc(Cl)nc3ccccc23)CCS(=O)(=O)C1 (stereo unspecified)	-3.2	-2	14	-2	0	-10	-0.9	-4	12	4
C[N+](C)(C)CCCN1C(=O)CCCC1=O	-2.1	-3	-1	-6	-5	-24	-0.7	0	12	-5
O=[N+]([O-])c1ccc(OCc2cccc(COc3ccc([N+](=O)[O-])cc3)n2)cc1	1.0	-6	6	17*	-1	4	3.1	1	-5	-1
O=C(/C=C/Nc1ccc(F)cc1)c1ccco1	-1.8	-1	-2	-25	1	-21	0.3	-1	11	1
CC(C)(C)CN1CCNC(=O)C1CC(=O)N1CCC(C(=O)N2CCOCC2)CC1 (stereo unspecified)	-2.0	1	-1	-10	0	14	0.2	9	11	-5
COc1ccc(N(CC(=O)NC2CCCC2)S(=O)(=O)c2c(C)[nH]c(=O)[nH]c2=O)cc1	-0.2	-6	x	-2	-3	-3	4.7	1	1	1
CCCC(=O)Nc1ccc(C(=O)n2nnc3ccccc32)cc1	-1.7	0	0	-16	0	-10	2.8	-5	9	-3
COc1cc(OC)cc(-c2nnc(NC(=O)CCS(=O)(=O)c3ccc(C)cc3)o2)c1	-0.4	-3	-2	6	-2	7	-1.1	-3	2	-3
C=C(C)C1(O)OC(=O)C=C1OC (stereo unspecified)	2.4	-5	-7	-7	1	-38	0.9	10	-13	-3
Cc1csc(SCC(=O)NC(=O)NC2CCCC2)n1	x	-2	-12	x	1	x	-1.1	x	x	x
CCOc1cccc(CN(C)CC2CCCN(CCc3ccc(Cl)cc3)C2)c1O (stereo unspecified)	0.2	-2	-1	-7	-3	3	-1.5	5	-1	-1
CC(Oc1ccc2c3c(c(=O)oc2c1)CCCC3)C(=O)NCc1cccnc1 (stereo unspecified)	-1.0	5	0	2	-4	1	-0.7	2	5	0
CN(C)c1ccc(/C=C2/SC(=O)N(CCN=C3NS(=O)(=O)c4ccccc43)C2=O)cc1	8.7	-5	1	-1	0	4	3.4	10	-46	-1
CCn1c(SC(C)C(=O)NCC2CCCO2)nc2ccccc21 (stereo unspecified)	0.7	-2	-2	-9	2	8	0.1	-6	-3	-3
Cc1cc(C)cc(NC(=O)CCc2nc3sc4c(c3c(=O)[nH]2)CCCC4)c1	4.8	-2	25	-19	-1	-22	-1.1	-14	-33	9
COc1ccc(CCN2CC(C(=O)N(C)CC(=O)Nc3cccc(F)c3)CC2=O)cc1OC (stereo unspecified)	-2.4	-1	-2	-6	3	6	-2.3	-1	13	0
CC(=O)N1Cc2ccccc2CC1C(=O)N1CCN(c2ccccc2)CC1 (stereo unspecified)	0.4	-4	-6	2	-2	8	-0.2	-8	-2	-3
O=S(=O)(c1ccc(F)cc1F)N1CCCN(c2ccc(C(F)(F)F)cn2)CC1	x	0	-3	x	-3	x	0.3	x	x	x
COc1ccc(C(O)C(CN2CCOCC2)c2ccccc2)cc1F (stereo unspecified)	-1.6	4	-2	-6	5	-5	0.3	-5	9	5
C#CCN(C)CCCOc1ccc(Cl)cc1Cl	0.0	-1	-5	1	-4	-24	0.6	2	0	-4
COc1cc(C(N)=O)ccc1OCc1ccccc1	-0.8	-2	-4	-10	-3	-11	-3.1	1	4	4
COc1ccc2c(c1)NC(c1cc(Cl)cc(Cl)c1O)c1cccn1-2 (stereo unspecified)	-3.5	1	2	-13	-1	-10	0.5	2	17	2
Cc1cc(OCC(=O)OCC(=O)c2c(N)n(C)c(=O)n(C)c2=O)ccc1Cl	-1.8	-3	-3	11	3	15	-0.3	-5	7	3
Cc1csc(CN(C)C(=O)CC2C(=O)NCCN2CC(C)(C)C)n1 (stereo unspecified)	-1.6	0	-5	-14	-5	2	0.9	-5	8	-1
CC1(C)OC(=O)N(CCC(=O)Nc2cccc(F)c2)C1(C)O (stereo unspecified)	-1.8	1	-4	-1	-1	-2	0.5	4	9	1
CCCOP(=O)(c1ccc(N(C)C)cc1)C(O)c1cc(OC)ccc1OC (stereo unspecified)	-0.8	-1	-1	-13	-4	-22	-0.6	3	4	6
O=C(N/N=C1/CC2C=CCC12)c1ccc(Br)o1 (stereo unspecified)	-0.1	-4	-3	-28	2	12	-0.1	2	1	0
CCNc1ccc(Br)cc(C(=O)/C=C/c2c(Cl)cccc2Cl)c1=O	2.5	-8	-5	-13	0	16	6.9	4	-12	0
COC(=O)CCCn1nc(NC(=O)c2ccco2)cc1C	-3.3	0	0	-5	0	-12	5.6	-3	16	3
C=CCNC(=S)N/N=C/c1ccc(C(F)(F)F)cc1	2.6	-7	-3	-7	0	14	0.7	-4	-13	-2
COc1ccccc1Nc1nnc(C)c(=O)[nH]1	0.3	-2	-4	-4	6	15	-0.1	-1	-1	-6
O=C(c1cccs1)C1CCCN(Cc2nc(Cc3ccccc3F)no2)C1 (stereo unspecified)	0.5	-4	-3	-27	-2	-11	0.4	-1	-4	4
Cc1ccc(Nc2nc(C(=O)NCc3ccco3)cs2)cc1	-1.2	0	x	1	-5	-8	0.3	-4	6	3
CCCCn1c(N)c(N(CCOC)C(=O)c2ccc(N3CCCC3)c([N+](=O)[O-])c2)c(=O)[nH]c1=O	-0.7	-2	-5	4	-3	10	1.9	-5	4	-4
C=CCn1c(SCC(=O)Nc2nc3ccccc3s2)nc(O)c(CC)c1=O	1.2	-6	x	-1	4	-20	0.1	15	-6	1
CC(=O)c1ccc(NC(=O)c2noc3c2CCC3)cc1	-1.1	1	68*	6	1	-10	2.0	7	6	4
COC(=O)c1ccc(CSc2nc3ccccc3c(=O)n2N)cc1	6.3	-2	2	-7	3	3	-0.3	-2	-30	-1
COC(CNC(=O)c1ccc(Cn2c(=S)[nH]c3cc4c(cc3c2=O)OCO4)cc1)OC	-3.8	1	0	1	-2	13	-1.5	-3	20	-3
COc1cccc(OCCOCCN(C)CCO)c1	-2.2	-1	3	-6	-2	-4	0.0	3	12	1
Cc1ccc(C(=O)NCCSc2c(C)[nH]c3ccccc23)cc1[N+](=O)[O-]	2.1	-2	2	-7	-3	-2	-0.8	10	-13	1
CC1(C(=O)N2CCN(Cc3ccccc3Cl)CC2)CC1(Cl)Cl (stereo unspecified)	-1.1	-3	-6	0	6	-1	-1.2	6	6	0
O=C(CSc1nc2nc(-c3cccs3)cc(C(F)(F)F)c2c(=O)[nH]1)Nc1c(F)c(F)c(F)c(F)c1F	-3.3	-1	3	-7	-5	23	-0.8	-2	16	0
CCOc1cc(C(=O)N(C)Cc2cc3cc(OC)ccc3[nH]c2=O)cc(OCC)c1OCC	-0.5	0	2	0	4	-1	-2.9	-3	2	2
Cc1cccc(NC(=O)COC(=O)CCc2c[nH]c3ccccc23)c1	3.2	-5	-2	0	1	-1	-3.7	2	-13	0
COc1ccccc1NC(=O)c1ccc(N)cc1	2.2	-4	1	-17	1	-2	1.8	7	-13	1
Oc1ccc(Br)cc1-c1cc(-c2ccco2)[nH]n1	0.8	1	-2	-5	0	-10	4.5	-4	-4	4
Cc1ccc(NC(=O)CCn2cccc2)cc1F	-1.8	-1	-3	7	3	-8	-0.1	-5	11	-3
Cc1noc(C)c1C(=O)Nc1sccc1C(N)=O	-0.3	1	2	-19	-5	1	5.2	14	1	0
COc1cc(C(=O)NNC(=S)NC(=O)/C=C/c2ccccc2)cc(OC)c1OC	-0.3	5	-4	-1	-1	12	0.7	5	2	-1
CC(C)(C)NS(=O)(=O)c1cc(C(=O)Nc2sccc2C#N)ccc1Cl	0.6	-11	-4	-8	0	34	1.1	7	-3	2
COc1ccccc1CN1CCNC(=O)C1CC(=O)N(C)Cc1ccon1 (stereo unspecified)	-0.3	-4	-1	-1	2	-8	-0.7	1	2	3
Cc1cc(C(=O)NC(Cc2ccccc2)C(=O)O)c(C)o1 (stereo unspecified)	0.7	9	10	-16	-4	36	-0.7	3	-4	6
Cc1sc(NC(=O)c2ccco2)c(CN2CCCCC2)c1C	0.8	-4	-6	-3	4	-10	0.2	9	-5	-5

Two entries picked at random from the list so far:
SMILES	MOR-DOR ag	Keap1-Nrf2 PPI	CAL PDZ FP	Cardiac RTF inh	V-ATPase pHluor	HTR5A inv ctr	C-LANA FP	cardiac RTF act	OPRM1-OPRD1 inv	HTR5A ag
COc1ccccc1NC(=O)c1ccc(N)cc1	2.2	-4	1	-17	1	-2	1.8	7	-13	1
COC(=O)c1ccc(CSc2nc3ccccc3c(=O)n2N)cc1	6.3	-2	2	-7	3	3	-0.3	-2	-30	-1

The list goes on:
SMILES	MOR-DOR ag	Keap1-Nrf2 PPI	CAL PDZ FP	Cardiac RTF inh	V-ATPase pHluor	HTR5A inv ctr	C-LANA FP	cardiac RTF act	OPRM1-OPRD1 inv	HTR5A ag
Nc1nc(-c2ccco2)nn1C(=O)CCc1ccccc1	1.3	6	x	-3	1	-17	-0.8	1	-5	1
COc1ccc(NC(=O)c2cccs2)c([N+](=O)[O-])c1	3.2	-3	2	2	1	-6	0.0	-2	-17	2
CCc1ccccc1NC(=O)CN1C(=O)C2CCCN2c2ncc(Cl)cc21 (stereo unspecified)	-1.4	-11	-3	3	1	-9	0.5	8	7	4
CCOC(=O)N1CCN(C(=O)CSc2ccccc2)CC1	-1.2	-8	x	-8	-1	18	1.1	-4	6	-1
O=C(c1cn(-c2ccccc2)nc1-c1ccccc1)N1CCOCC1	-1.3	3	0	1	-3	-11	0.3	-1	7	1
O=C(NNS(=O)(=O)c1ccccc1F)c1cc(-c2ccccc2)n[nH]1	-0.7	-5	-6	-2	-4	-10	1.1	8	3	4
CC1N(C)c2cccc3cccc(c23)N1C	5.8	-9	-4	-14	3	8	-1.9	5	-32	2
Cc1cccc(C)c1NC(=O)COC(=O)c1cc(-c2cccnc2)nc2ccccc12	-2.6	-3	-5	-9	-1	9	0.7	3	17	-4
CC(=O)Nc1cccc(NC(=O)C2CC(=O)N(C3CCCCC3)C2)c1 (stereo unspecified)	-0.5	-1	-3	-2	-5	8	2.5	6	2	-3
Cc1cc(C)c(C(=O)/C=C/c2cccc3ccccc23)c(=O)[nH]1	1.5	5	-2	8	-1	-9	3.6	5	-8	4
COc1cc2[nH]c3c(OC)ncnc3c2cc1OC	-2.5	-2	-1	-4	3	6	-1.3	7	12	-2
CC(C)N(Cc1ccccc1)C(=O)COC(=O)CCC(=O)c1ccc(F)cc1	0.8	-1	-1	-9	6	8	-1.3	0	-3	0
